Source: PubChem
MEP2 TOR yeast: yeast TOR pathway MEP2-GFP modulation; GFP response vs DMSO, % at 10 µM; S. cerevisiae MEP2-GFP strain, flow cytometry GFP, 3 h; 100% = DMSO control level; 330,000 compounds, 0.51% hits;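 active = GFP response versus DMSO above a set limit, roughly screen mean plus 3 SD, cut at about 180% in these data; inconclusive = fewer than 70 cells counted for a yeast strain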;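 note: median GFP fluorescence of the barcode-gated MEP2-GFP cells per well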
AHR activator: human AHR activation. P35869. AHR-responsive luciferase reporter cells, luminescence. activation, % at 5 µM. 320,000 compounds, 2.5% hits. AID 2796; in the data active = activation above about 47%;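 note: 0% = vehicle wells and 100% = reference agonist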
Target sequence (P35869 whole entry, looked up): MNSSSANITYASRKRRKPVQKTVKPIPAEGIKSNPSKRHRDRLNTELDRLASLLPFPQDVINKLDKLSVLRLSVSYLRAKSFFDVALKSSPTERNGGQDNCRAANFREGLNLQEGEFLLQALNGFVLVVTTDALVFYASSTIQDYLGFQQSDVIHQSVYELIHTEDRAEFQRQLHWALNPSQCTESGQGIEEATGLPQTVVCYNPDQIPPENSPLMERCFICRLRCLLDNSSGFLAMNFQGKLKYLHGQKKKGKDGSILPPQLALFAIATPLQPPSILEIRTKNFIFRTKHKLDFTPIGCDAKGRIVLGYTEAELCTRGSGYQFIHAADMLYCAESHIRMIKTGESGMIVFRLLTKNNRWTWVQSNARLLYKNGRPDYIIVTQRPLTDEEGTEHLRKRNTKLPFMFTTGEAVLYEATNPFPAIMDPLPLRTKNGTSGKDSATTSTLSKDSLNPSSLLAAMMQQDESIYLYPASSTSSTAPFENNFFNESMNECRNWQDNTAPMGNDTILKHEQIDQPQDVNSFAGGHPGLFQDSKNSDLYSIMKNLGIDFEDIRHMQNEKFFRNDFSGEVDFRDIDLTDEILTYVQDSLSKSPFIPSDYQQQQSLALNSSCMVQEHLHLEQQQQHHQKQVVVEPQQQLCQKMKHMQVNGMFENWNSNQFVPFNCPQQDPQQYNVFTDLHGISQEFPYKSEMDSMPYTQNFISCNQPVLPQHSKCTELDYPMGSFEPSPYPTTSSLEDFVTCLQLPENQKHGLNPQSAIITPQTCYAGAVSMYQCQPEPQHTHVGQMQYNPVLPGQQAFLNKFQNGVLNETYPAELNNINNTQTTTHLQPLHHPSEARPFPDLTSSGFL
CIT2-GFP yeast: alters CIT2-GFP fluorescence in TOR pathway yeast screen; AID 2029; 320,000 compounds, 0.065% hits; S. cerevisiae CIT2-GFP strain, flow cytometry, 3 h; 100 means same as DMSO wells; GFP response vs DMSO, % at 10 µM;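 active = GFP response relative to DMSO above a set limit, near the screen mean plus 3 SD, cut at about 150% in these data; inconclusive = Fewer than 70 cells measured for a yeast strain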;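 note: ratio of well median GFP fluorescence to mean of DMSO wells on the plate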
Efflux pump inh: blocks antifungal efflux pumps in multiplex yeast assay. S. cerevisiae Candida pump triplex, Nile Red efflux. inhibition, % at 10 µM. 330,000 compounds, 0.44% hits;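 active = plate passing quality check with inhibition over a set limit, or well fluorescence over plate mean plus 4 SD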;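 note: Nile Red retained in pooled yeast measured as flow cytometry median fluorescence; 0% = buffer negative control and 100% = Enniatin B positive control; higher means more Nile Red kept so more efflux inhibition; some compounds called inactive have numbers as strong as hits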
RPL19A-GFP yeast: yeast TOR pathway RPL19A-GFP modulation | percent response vs DMSO, % at 10 µM | 330,000 compounds, 0.3% hits | S. cerevisiae RPL19A-GFP strain, flow cytometry, 3 h; stronger effect = lower value | AID 2025;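 active = percent response vs DMSO below 50%; inconclusive = fewer than 70 events counted for the yeast strain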;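 note: median channel GFP fluorescence of the barcoded RPL19A-GFP strain; ratio of sample median GFP to plate DMSO average so 100% = DMSO; lower means less RPL19A-GFP as with rapamycin TOR inhibition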
AGP1-GFP MLPCN: yeast TOR pathway AGP1-GFP modulation; S. cerevisiae AGP1-GFP multiplex flow cytometry, 3 h; GFP as percent of DMSO wells; GFP response vs DMSO, % at 10 µM; 320,000 compounds, 0.02% hits;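 active = GFP response relative to DMSO above a set limit, near screen average plus 3 SD, cut at about 150% in these data; inconclusive = fewer than 70 cells counted for the yeast strain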;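 note: median GFP channel fluorescence of the gated AGP1 strain per well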
LAP4-GFP MLPCN: modulators of TOR pathway LAP4-GFP in S. cerevisiae; GFP response vs DMSO, % at 10 µM; 320,000 compounds, 0.34% hits; AID 2023; S. cerevisiae LAP4-GFP multiplex, flow cytometry GFP, 3 h; median GFP as percent of DMSO wells;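 active = GFP response vs DMSO above a set limit, about the screen mean plus 3 SD, cut at about 150% in these data; inconclusive = under 70 cell events counted for the yeast strain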
Yeast superoxide: yeast age-related superoxide inhibition as caloric restriction mimetic; S. cerevisiae aged cells, superoxide DHE fluorescence; stronger effect = lower value; superoxide response (% of plate mean), % at 10 µM; 330,000 compounds, 0.18% hits; AID 2690;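 active = superoxide response under a set limit, about three screen SD below normal, cut at about 65% in these data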;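 note: yeast aged for seven days with compound at 30 °C before DHE staining; 100% = average MFI of all compound-treated wells on the plate with controls excluded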
Active calls of the source: *; ? = inconclusive; / = no result given; [ ] = dose if it differs, or a comment.

SMILES	MEP2 TOR yeast	AHR activator	CIT2-GFP yeast	Efflux pump inh	RPL19A-GFP yeast	AGP1-GFP MLPCN	LAP4-GFP MLPCN	Yeast superoxide
CCN(C(=O)COC(=O)c1cccn1C)C1CCS(=O)(=O)C1 (configuration not stated)	94	-1	101	-0.2	95	97	96	103
CN(C)c1ccnc(N(Cc2ccccc2)Cc2ccccc2)c1C#N	94	3	91	-0.1	97	100	99	120
COc1ccc(NCC(=O)N/N=C2\CCc3ccccc32)cc1	102	22	95	0.3	100	104	106	101
CCOC(=O)c1c(C)[nH]c(C(=O)NCC(c2ccco2)N2CCCCC2)c1C (configuration not stated)	98	4	90	0.1	100	84	81	79
CCN(CCNC(=O)C1CCCN(Cc2nc(-c3ccc(OC)cc3)oc2C)C1)c1ccccc1 (configuration not stated)	105	5	90	0.0	103	105	95	104
Cc1csc(=O)n1CCC(=O)NCc1ccc(F)cc1	97	-1	94	0.1	98	94	100	116
CCOC(CCn1c(SCC(=O)NC2CCCC2)nc2ccccc2c1=O)OCC	98	-3	100	0.8	100	97	81	112
CC(C)c1nnc(NC(=O)CCS(=O)(=O)Cc2ccccc2)s1	104	6	110	-0.1	105	99	94	106
CC1Oc2ccccc2N(CC(=O)Nc2ccc(F)cc2)C1=O (configuration not stated)	108	-3	110	0.0	104	109	97	100
NS(=O)(=O)c1ccc(CCNc2cc(=O)n(Cc3ccc(F)cc3)c(=O)[nH]2)cc1	96	1	93	0.0	92	91	90	123
CCCC(NC(=O)c1ccc(Br)o1)c1nc2ccccc2[nH]1 (configuration not stated)	96	4	99	-0.3	94	93	92	78
O=C(O)CN1C(=O)/C(=C\c2cccc(OCc3ccc(Cl)cc3)c2)SC1=S	105	1	83	-0.1	106	94	107	102
C=CCn1c(SCc2cccc(OC)c2)nnc1-c1ccncc1	101	2	96	-0.2	99	100	100	106
O=C(NCCN1CCN(c2ccccc2F)CC1)C1CC(=O)N(C2CCCC2)C1 (configuration not stated)	103	-1	95	0.0	99	102	96	90
CCCCn1c(N)c(N(CC(C)C)C(=O)c2cc(C)nc3ccccc23)c(=O)[nH]c1=O	102	6	110	0.0	101	110	108	91
O=C(O)C1C2C=CC(C2)C1C(=O)NCc1ccc2c(c1)OCO2 (configuration not stated)	99	0	97	0.0	95	97	88	88
COc1ccccc1NC(=O)COC(=O)CCc1ccc(S(=O)(=O)N2CCOCC2)cc1	100	0	108	0.2	100	96	93	87
Nc1cc(C(=O)OCC(=O)NCc2ccco2)ccc1Cl	100	-4	106	0.0	100	103	106	89
Cc1cc(=O)oc2cc(OCC(=O)OCC(=O)Nc3ccccc3Br)ccc12	94	0	101	-0.2	94	103	107	108
CCCn1c(=O)c2c(nc3n2CCN3Cc2ccco2)n(C)c1=O	118	20	102	0.0	94	97	112	91
Cc1cccc(C(=O)NNC(=O)c2ccc(Br)cc2)c1	95	4	94	0.1	102	97	101	109
Cc1ccccc1NC(=O)Cc1nc(COC(=O)c2cc(Cl)ccc2O)cs1	83[may fluoresce red]	1	100[may fluoresce red]	-0.1	?	93[may fluoresce red]	96[may fluoresce red]	116
COc1cc2c(cc1NC(=O)CCCCCN1C(=O)CCC1=O)oc1ccccc12	102	15	93	0.0	96	102	106	97
COc1ccccc1N1CCN(C2CCN(C(=O)c3cc(OC)c(OC)c(OC)c3)CC2)CC1	109	-2	97	0.0	99	106	100	111
O=C(NC(=S)NC1CCN(Cc2ccccc2)CC1)c1ccc(F)cc1	91	1	105	0.5	98	103	104	103
CCc1cc(-c2n[nH]c(C)c2-c2nc3ccccc3n2C)c(O)c(CN2CCN(C)CC2)c1O	96	1	96	0.3	97	98	93	102
Cc1nc(C)c(C(=O)O)c(-c2cccs2)c1C(=O)O	92	-2	/	-0.1	99	/	/	102
O=C(CCN1C(=O)c2ccccc2S1(=O)=O)Nc1cccc(F)c1	99	-6	103	-0.1	101	105	99	85
CC(C)c1nc(-c2c(N)n(C)c(=O)n(C)c2=O)sc1C(=O)C(C)(C)C	98	5	102	-0.1	98	100	99	98
CCOC(=O)C1=NN(c2ccccc2)C(=O)C1	104	3	102	0.1	112	99	92	98
O=C(O)C1CC=CCC1C(=O)Nc1ccccc1 (configuration not stated)	96	1	71	0.0	103	81	105	109
O=C(NNc1nc2c(F)cc(F)cc2s1)C1COc2ccccc2O1 (configuration not stated)	92	6	91	-0.1	93	92	87	106
O=C(CSc1nccc(=O)[nH]1)N1CCc2ccccc2C1	103	1	104	0.0	103	102	102	116
CCN(CC)S(=O)(=O)c1ccc(OCC(=O)NC(=O)Cc2ccccc2)c([N+](=O)[O-])c1	92	-1	98	-0.3	93	97	95	106
Cc1ccc(NC(=O)CCNS(=O)(=O)c2cccc3nonc23)cc1	107	9	102	-0.2	97	99	104	94
O=C(O)/C=C/C(=O)NCCc1ccc(Cl)cc1	89	0	100	0.4	93	106	107	86
Cn1c(Sc2ccc([N+](=O)[O-])cc2C(F)(F)F)nnc1-c1ccccc1	106	0	99	-0.1	98	109	118	115
Cc1ccccc1N=Nc1c(O)n(C)c2ccccc12	112	30	105	-0.2	105	102	100	96
CC1CCCCC12NC(=O)N(CC(=O)Nc1ccc(OC(F)F)cc1)C2=O (configuration not stated)	90	1	89	-0.2	92	90	88	93
Cc1ccc(NC(=O)c2cc(C(=O)Nc3ccc(C)cc3)n(C)n2)cc1	227*[may fluoresce violet]	62*	?	0.2	39*[may fluoresce violet]	?	74[may fluoresce violet]	89
CCCCn1c(C(C)NC(=O)CC)nc2ccccc21 (configuration not stated)	95	0	96	0.1	94	97	101	112
Cc1cccc(N2CCN(C(=O)c3ccc(CS(=O)(=O)c4ccccc4C)o3)CC2C)c1 (configuration not stated)	98	1	110	-0.1	100	102	94	103
CCOC(=O)c1cnc2cc(C)nn2c1-c1ccccc1	101	2	103	-0.1	101	103	104	108
CCc1nc(SCC(=O)Nc2cc(OC)ccc2OC)c2c(C)c(C)sc2n1	98	1	99	0.1	101	108	98	97
CCCCNC(=O)CCCCn1c(=S)[nH]c2c([nH]c3ccc(OC)cc32)c1=O	91	4	94	-0.1	97	96	99	93
CCSc1nsc(NC(=O)Nc2ccccc2OC)n1	125	-3	113	0.1	92	105	114	106
CS(=O)(=O)N(CC(=O)N/N=C/c1ccccn1)c1ccc(Oc2ccccc2)cc1	102	3	102	-0.1	105	104	99	89
O=C(CCS(=O)(=O)c1ccccc1)Nc1nncs1	96	13	111	-0.7	98	99	98	86
Cc1ccc(C)c(S(=O)(=O)N2CCCOC2CNC(=O)C(=O)NCCCN2CCOCC2)c1 (configuration not stated)	100	0	103	0.3	110	98	103	87
COc1ccc(OC)c(CN2CCN(C(=O)[C@@H](NC(=O)c3cccc(C)c3)C(C)C)CC2)c1	104	-1	103	-0.1	97	104	102	91
O=C(c1ccccc1-c1nc(-c2ccccc2)no1)N1CCOCC1	98	5	96	0.1	99	100	101	118
O=C1CCc2cc(NS(=O)(=O)c3cc(F)ccc3F)cc3c2N1CC3	101	4	102	0.0	96	97	91	95
Cc1nc2ccccc2c(=O)n1NC(=O)Cc1ccc(Br)cc1	111	0	109	-0.1	108	/	119	115
Cn1c(SCC(=O)c2ccc3c(c2)NC(=O)CO3)nc2ccccc21	109	6	89	0.2	104	106	96	107
COc1ccccc1NC(=O)c1ccc(NC(=O)CSc2nncn2C)cc1	97	16	96	0.0	103	96	94	85
COc1ccc(C(=O)NCC2CCCO2)cc1 (configuration not stated)	100	5	109	-0.1	100	97	94	90
Cc1ccccc1C(=O)/C=C1/c2ccccc2CC(C)(C)N1C	98	11	103	-0.1	100	102	102	98
Cc1cc(C)n(CC(C)O)c(=O)c1C#N (configuration not stated)	92	6	96	0.0	95	99	95	99
CC1(C)CC(=O)c2c(O)cc(OCc3ccc(Br)cc3)cc2O1	107	12	111	0.0	104	106	107	101
Cc1ccc(NS(=O)(=O)c2coc(C(N)=O)c2)cc1F	102	-1	99	0.1	100	102	102	99
(listing goes on)
SMILES	MEP2 TOR yeast	AHR activator	CIT2-GFP yeast	Efflux pump inh	RPL19A-GFP yeast	AGP1-GFP MLPCN	LAP4-GFP MLPCN	Yeast superoxide
O=C(NNC(=O)c1cnccn1)c1ccc(Cl)cc1	100	-1	104	0.2	97	104	109	162
COc1ccc(CC(=O)OCC(=O)NC2CC2)cc1	100	0	94	0.0	101	101	111	104
CC(C)(C)NC(=O)C1CCN(S(=O)(=O)c2cccc(C(F)(F)F)c2)CC1	101	0	96	0.3	93	95	95	93
CCN(CC)c1ccc(C=N/C(C#N)=C(\N)C#N)cc1	108	7	101	0.7*	99	100	103	91
Cc1cc(C)nc(N2CCC(C(=O)NCc3ccccc3)CC2)n1	106	2	105	-0.1	102	107	104	82
O=C(Nc1ccc([N+](=O)[O-])cn1)C1CC1	103	-1	101	-0.1	102	105	99	104
CC(=O)c1cccc(NC(=O)c2ccc(-c3ccccc3[N+](=O)[O-])o2)c1	107	11	97	0.1	98	100	103	119
O=[N+]([O-])c1cccc(/C([O-])=C(/C(=S)Nc2ccccc2)[n+]2ccccc2)c1	96	83*	99	-0.3	102	94	86	100
Cc1noc(C)c1CSc1nnc2cc(C)c3ccccc3n12	101	5	99	0.1	98	100	103	101
CC(C)(C)c1ccc(C(=O)NCc2nnc(SCC(=O)NC3CCCC3)o2)cc1	102	-1	99	-0.2	99	101	112	95
CCOc1ccc2[nH]c3c(NCCOC)ncnc3c2c1	107	85*	102	0.0	103	108	101	119
CC(=O)c1ccc(S(=O)(=O)NCC(=O)N2CCN(C/C=C/c3ccccc3)CC2)cc1	99	1	96	0.1	96	97	104	102
CCOc1cc(S(=O)(=O)n2nc(C)cc2C)ccc1Br	94	2	88	0.1	89	89	90	103
C#CC1(NC(=O)NS(=O)(=O)c2ccc(C)cc2)CCCCC1	105	1	103	-0.1	103	101	95	87
Cc1nn(C)cc1C(=O)Nc1ccccc1Br	110	3	107	6.5*	105	100	97	110
Cc1ccccc1-n1c(SCc2csc(Nc3ccccc3)n2)nnc1-c1cccnc1	111	19	103	0.0	106	109	101	118
O=C(NC(=O)c1ccc(F)cc1)Nc1nc(-c2cccs2)cc(C(F)(F)F)n1	109	6	107	0.1	98	99	105	103
CC(C)C(CC(=O)NCc1ccco1)c1ccco1 (configuration not stated)	103	-3	94	0.3	100	101	101	105
CC(C)C(=O)N(c1ccc(F)cc1)C1C=CS(=O)(=O)C1 (configuration not stated)	95	-1	98	-0.1	96	96	93	91
Cc1cccc(CSc2nnc(Cn3c(=O)sc4ccccc43)n2C)c1	100	3	100	0.1	99	99	99	98
Cn1cc([N+](=O)[O-])c(C(=O)N/N=C/c2cc3c(cc2Br)OCO3)n1	110	23	109	-0.1	105	101	97	102
COc1ccc(C(=O)OCC(N)=O)cc1[N+](=O)[O-]	102	-3	101	-0.4	99	99	91	96
O=C(NC1CCCCC1)C(c1ccccc1F)N(Cc1ccco1)C(=O)Cn1nnc2ccccc21 (configuration not stated)	114	0	113	0.0	107	/	108	97
CCOc1ccc(NC(=O)CSc2nnc(CCNC(=O)c3ccc(OC)cc3)n2C)cc1	100	2	101	-0.9	98	98	97	83

Quoted from the listing.
MEP2 TOR yeast with O=C(NC1CCCCC1)C(c1ccccc1F)N(Cc1ccco1)C(=O)Cn1nnc2ccccc21 (configuration not stated) is entered as 114
AHR activator with Cn1cc([N+](=O)[O-])c(C(=O)N/N=C/c2cc3c(cc2Br)OCO3)n1 is entered as 23
